Compound activity as filed in PubChem BioAssay.
GLP1R ag – GLP-1 receptor (human) agonism; HEK293 GLP-1R CRE-luciferase, luminescence, 4-6 h; cells express a hypersensitive GLP-1R form; Potency, µM (top dose mostly 45.6 µM), for the others: at the top dose activation, usual class: activators; actives 0.007% (n = 380,000); AID 624172; further: potency means the concentration at half of the fitted maximal effect; % of control where 0% means no effect
D3 antag – antagonists of human D3 dopamine receptor | D3R cells, DiscoveRx beta-arrestin luminescence, antagonist mode; stronger effect = lower value | actives 2.5% (n = 360,000) | max response, negative = inhibition, % | P35462 | AID 652054; in the data active means max response below about -50%; inconclusive means no clear call, values can overlap the other calls; further: on the % scale 0 is the no-effect control and ±100 the full control effect; mostly tested at two doses, the higher about 12 µM
Target sequence (P35462 whole entry, looked up): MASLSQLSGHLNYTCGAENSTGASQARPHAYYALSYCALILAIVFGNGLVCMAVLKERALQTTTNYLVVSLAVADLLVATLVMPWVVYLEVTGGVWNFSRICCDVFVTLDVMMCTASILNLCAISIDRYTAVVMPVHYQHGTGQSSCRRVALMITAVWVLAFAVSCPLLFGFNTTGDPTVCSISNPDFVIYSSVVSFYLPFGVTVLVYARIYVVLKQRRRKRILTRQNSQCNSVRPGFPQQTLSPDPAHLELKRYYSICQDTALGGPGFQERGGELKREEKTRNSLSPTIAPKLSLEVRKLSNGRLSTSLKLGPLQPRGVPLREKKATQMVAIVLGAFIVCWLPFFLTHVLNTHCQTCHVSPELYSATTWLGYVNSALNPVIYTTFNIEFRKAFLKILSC
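Cells plated overnight at 1500 cells/well, then exposed to library compounds with dopamine controls for 90 minutes at 37 degrees C. DiscoveRx reagent added for 30–60 minutes at room temperature; luminescence read, quantitative HTS format.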
PLK1 PBD inh – blocks phosphopeptide binding to human PLK1 polo-box domain; AID 720504; P53350; Plk1 PBD binding of FITC phosphopeptide, fluorescence polarization; actives 2.8% (n = 360,000); Potency, µM, for inactives: max response, negative = inhibition, most hits filed as inhibitors; further: potency means the concentration at half of the fitted maximal effect; series mostly up to about 57 µM; on the % scale 0 is the no-effect control and ±100 the full control effect; nearly all actives have a fitted effect of over 65% in size
D3 ag – agonists of human D3 dopamine receptor. actives 0.58% (n = 410,000). P35462. max activation, %. D3R DiscoveRx beta-arrestin cells, luminescence, 90 min; in the data active means max activation above about 30%; further: 0% is about no effect; mostly tested at two doses, the higher about 12 µM
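Agonist mode: compounds and dopamine controls were applied to plated cells for 90 min at 37 degrees C after an overnight attachment at 1500 cells/well. Luminescent read-out followed 30 - 60 minutes at room temperature with DiscoveRx detection reagent.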
WRN inhibitor – inhibitors of human WRN helicase. Q14191. WRN helicase unwinding, fluorescent forked duplex, kinetic. Potency, µM (titrated, usually from 114 µM), inactives show top-dose activity change, negative = inhibition, most hits filed as inhibitors. actives 0.46% (n = 360,000). AID 651768; further: potency means the concentration at half of the fitted maximal effect; on the % scale 0 is the no-effect control and ±100 the full control effect; nearly all actives have a fitted effect of over 55% in size
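Fluorescence dequenching readout, ex 525 nm/em 598 nm, kinetic mode: forked duplex DNA (100 nM final) with adjacent fluorophore and quencher unwound by WRN (20 nM final) with 2 mM ATP. Compound preincubation 15 min, room temperature.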
IL2 activator – IL-2 activation. actives 0.065% (n = 360,000). IL-2 activation reporter assay, cell-based qHTS; stimulated with anti-CD3/CD4/CD28 beads; in transgenic mouse T cells. activation, % (series mostly up to about 46 µM); in the data active means activation above about 50%; inconclusive means mostly about 30% to 49%; further: 0% is about no effect
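First, unstimulated transgenic mouse T cells were exposed to compound for 60 min. Next, anti-CD3/anti-CD4-coated beads with anti-CD28 were added. Finally, after 18 h at 37 degrees C, EGFP and DsRed were imaged.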
GLP-1R inv ag – GLP-1 receptor (human) inverse agonism. P43220. HEK293 GLP-1R CRE-luciferase, luminescence, 24 h; GLP-1R form is constitutively active. Potency, µM (series often up to 38.3 µM), for the others: at the highest dose activity change, negative = inhibition, actives largely listed as inhibitors. actives 1.6% (n = 410,000); further: potency means the concentration at half of the fitted maximal effect; on the % scale 0 is the no-effect control and ±100 the full control effect; nearly all actives have a fitted effect of over 55% in size
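qHTS in 1536-well format: reporter HEK293 cells expressing constitutive GLP-1R activity in DMEM + 10% Nu serum, 24 hr with compounds at 37 deg C, luminescence read after 12 min with detection reagent.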
PI5P4K alpha inh – PI5P4K alpha (human) kinase inhibition | AID 652105 | PI5P4Kalpha enzyme, ADP-Glo luminescence, 60 min; stronger effect = lower value | actives 1.2% (n = 330,000) | max response, % | P48426; active means max response of -50% or lower; inconclusive means between -30% and -50%; inactive means -30% or higher; further: value at the top dose of about 77 µM; on the % scale 0 is the no-effect control and ±100 the full control effect
Target sequence (P48426 whole entry, looked up): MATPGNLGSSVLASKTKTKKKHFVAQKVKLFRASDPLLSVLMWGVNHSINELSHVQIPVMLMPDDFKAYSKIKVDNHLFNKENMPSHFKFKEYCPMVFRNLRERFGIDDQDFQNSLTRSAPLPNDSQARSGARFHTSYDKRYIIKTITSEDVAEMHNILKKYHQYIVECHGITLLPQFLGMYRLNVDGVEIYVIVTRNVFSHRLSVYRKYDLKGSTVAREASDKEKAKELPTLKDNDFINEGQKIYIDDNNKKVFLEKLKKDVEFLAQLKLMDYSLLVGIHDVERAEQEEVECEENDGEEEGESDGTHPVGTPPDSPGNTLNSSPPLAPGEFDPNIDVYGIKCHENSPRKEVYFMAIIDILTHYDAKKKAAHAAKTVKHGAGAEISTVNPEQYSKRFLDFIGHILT
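qHTS, 1536-well: enzyme/substrate mix, compound by pin tool, 5 microM ATP final; RT 60 min; ADP-Glo reagents 1 (45 min) then 2 (30 min); luminescence.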
HEK293 tox – cytotoxic in the GLP-1 receptor inverse agonist counter-screen; Potency, µM (top dose mostly 38.3 µM), inactives show at the top dose activity change, negative = inhibition, most hits filed as inhibitors; HEK293 cAMP-luciferase reporter cells, luminescence, 24 h; actives 0.13% (n = 410,000); AID 624418;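 further: loss of luciferase light is scored as toxicity; potency means the concentration at half of the fitted maximal effect; on the % scale 0 is the no-effect control and ±100 the full control effect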
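Quantitative HTS format, 1536 wells, 200 cells/uL seeded. Compounds: 23 nL, 24 h, 37 °C. Detection: luciferase reagent, luminescence at 12 min RT; decreased signal taken as cytotoxic.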
* marks the source's active call; other numbers are inactive results; ? = inconclusive; / = not tested or not shown; [ ] = another dose, or the depositor's remark. Unless noted, the call rests on the fitted dose curve; in most records, active means well fitted curve in the direction sought with a large enough effect; inconclusive means small, poorly fitted or top-dose-only effect, or another doubt; inactive means no such curve, though single readings can be large; an effect the other way counts as inactive or inconclusive. Rows are unselected (roughly 7.8% active in at least one column).

SMILES	GLP1R ag	D3 antag	PLK1 PBD inh	D3 ag	WRN inhibitor	IL2 activator	GLP-1R inv ag	PI5P4K alpha inh	HEK293 tox
CCc1nc2ccc(C(=O)N3CCN(S(=O)(=O)CC)CC3)cn2c1N(C=O)CCC(C)C	-2.9%	-18.9	-4.2%	-6.0	4.0%[57.1 µM]	1.5	22.0%	-6.3	2.3%
Nc1c(C2=NCCO2)nnn1Cc1ccccc1	-9.2%	-13.6	-9.0%	-0.4	-0.3%	-1.5	31.8%[activator]	/	18.1%
CCOC(=O)N1CCC(NC(=O)Cn2cc3c(n2)CCC(C)C3)CC1 (stereo not drawn)	-16.3%	-1.3	-0.9%	5.2	7.1%	-0.2	0.8%	-6.2	-12.5%
COc1ccc(C2CC(c3ccc4ccccc4c3)=NN2C(=O)CNC2CCCCC2)cc1 (stereo not drawn)	-2.2%	-4.0	-5.0%	0.9	-0.5%	-3.3	?	-0.9	?
Nc1nc(NC(=O)c2cccnc2)nn1-c1ccccc1	-7.9%	35.9	1.0%	2.5	2.8%	-0.4	5.1%	-2.0	0.6%
Cn1c2ccc(F)cc2c2ncn(Cc3ccco3)c(=O)c21	?	18.7	-3.0%	6.2	-2.9%	-2.6	122.1%[activator]	/	6.0%
Cc1ccc(-c2nc(COC(=O)C3=NN(c4ccccc4)C(=O)CC3)cs2)cc1	10.3%	-9.4	-2.0%	0.7	2.6%	0.1	8.8%	-5.2	5.1%
CCC(C)N1CCN(C(=O)c2cc(OC)cc(OC)c2)CC1 (stereo not drawn)	-2.4%	-12.2	2.7%	-5.2	9.9%	0.2	-5.9%	-8.1	2.5%
CCN(CC)S(=O)(=O)c1cccc(N=Nc2sc(N)nc2C)c1	20.3%	-24.9	-17.0%	-2.6	-16.9%[57.1 µM]	3.6	190.5%[activator]	-8.1	-31.3%
Cc1cccnc1C(NC(=O)C1CCN(Cc2ccc(Cl)cc2)CC1)c1ccccc1 (stereo not drawn)	-1.4%	-102.4*	-12.9%	-28.6	-1.8%	-0.6	?	0.1	2.5%
Cc1cccc2cc(CN(CCN3CCCC3)C(=O)NC3CCCCC3)c(=O)[nH]c12	7.3%	0.0	-3.2%	-21.3	-8.8%	0.4	?	1.2	-27.0%
Cc1noc(C)c1CSc1nnc(-c2ccccc2)n1N	-0.9%	11.7	21.2µM*	-0.1	1.3%	2.6	11.2%	-27.1	-10.5%
CC(=O)N1CCN=C1SCc1cccc(F)c1	10.5%	-2.8	-8.5%	0.7	2.0%	0.2	10.8%	5.8	2.0%
Cc1ccc2cc(C)c(Sc3nnnn3-c3ccccc3)nc2c1	3.5%	-15.7	-7.2%	-15.3	3.1%	-0.6	-10.1%	1.2	11.3%
CC(C)COc1ccc(C(=O)N(Cc2ccco2)C2CCS(=O)(=O)C2)cc1 (stereo not drawn)	-4.0%	9.9	-0.8%	3.2	2.3%	-0.1	-15.8%	0.0	-11.8%
O=C(N/N=C/c1cccc(O)c1)c1ccc2c(c1)OCCO2	-4.5%	-12.8	-7.9%	-4.8	-3.8%	-0.5	?	3.0	-8.6%
O=C(NCC(c1cccnc1)N1CCOCC1)c1cccc(Cl)c1 (stereo not drawn)	8.9%	8.3	-6.7%	-3.2	-11.4%	-1.7	-3.6%	8.6	48.3%[activator]
c1ccc2c(CCNc3ncnc4nc[nH]c34)c[nH]c2c1	7.1%	14.9	-1.0%	6.8	-3.7%	-1.1	?	/	-14.6%
COc1ccc(/C=N/OCC(=O)NC(c2ccccc2)c2ccccc2)c(OC)c1	0.9%	21.9	1.2%	18.3	-4.9%	10.5	8.91µM*	1.2	1.5%
CN1CCC(N2CCCC(C(=O)O)C2)CC1 (stereo not drawn)	-2.4%	8.5	4.0%	-9.2	-4.1%	1.0	18.5%	/	3.4%
CCOC(=O)c1ccccc1NC(=O)c1ccccc1N(C)S(C)(=O)=O	14.8%	12.9	-10.1%	-2.5	-24.9%	-3.3	0.0%	6.9	2.0%
O=C(COc1ccc(S(=O)(=O)N2CCCC2)cc1[N+](=O)[O-])N1CCCC1	0.4%	-25.5	-2.0%	7.7	-6.0%	-0.4	-2.2%	0.1	0.3%
COCCCN1C(=O)C(=O)/C(=C(/O)c2ccc(OCC(C)C)cc2)C1c1cccnc1 (stereo not drawn)	-13.7%	-17.4	-8.8%	-7.3	5.9%	-0.5	4.7%	-6.0	-0.7%
Cc1ccc(-c2nnc(-c3cccs3)o2)cc1	8.2%	2.1	-11.6%	-8.7	-6.5%	0.2	13.2%[0.307 µM]	6.7	15.7%[0.307 µM]
NNC(=O)CNC(=O)Nc1n[nH]c(=S)s1	-1.9%	-7.0	-18.1%	2.9	-2.7%	-0.4	23.8%	?	-5.6%

2 entries from above, as a markdown table.
| Structure | GLP1R ag | D3 antag | PLK1 PBD inh | D3 ag | WRN inhibitor | IL2 activator | GLP-1R inv ag | PI5P4K alpha inh | HEK293 tox |
| --- | --- | --- | --- | --- | --- | --- | --- | --- | --- |
| CCOC(=O)N1CCC(NC(=O)Cn2cc3c(n2)CCC(C)C3)CC1 (stereo not drawn) | -16.3% | -1.3 | -0.9% | 5.2 | 7.1% | -0.2 | 0.8% | -6.2 | -12.5% |
| CC(=O)N1CCN=C1SCc1cccc(F)c1 | 10.5% | -2.8 | -8.5% | 0.7 | 2.0% | 0.2 | 10.8% | 5.8 | 2.0% |

Record cards (already shown). Values in the order: GLP1R ag | D3 antag | PLK1 PBD inh | D3 ag | WRN inhibitor | IL2 activator | GLP-1R inv ag | PI5P4K alpha inh | HEK293 tox
`CCC(C)N1CCN(C(=O)c2cc(OC)cc(OC)c2)CC1` (stereo not drawn) is entered as -2.4% | -12.2 | 2.7% | -5.2 | 9.9% | 0.2 | -5.9% | -8.1 | 2.5%
`Cc1cccc2cc(CN(CCN3CCCC3)C(=O)NC3CCCCC3)c(=O)[nH]c12` is entered as 7.3% | 0.0 | -3.2% | -21.3 | -8.8% | 0.4 | ? | 1.2 | -27.0%
`Cc1ccc(-c2nnc(-c3cccs3)o2)cc1` is entered as 8.2% | 2.1 | -11.6% | -8.7 | -6.5% | 0.2 | 13.2%[0.307 µM] | 6.7 | 15.7%[0.307 µM]
`COc1ccc(/C=N/OCC(=O)NC(c2ccccc2)c2ccccc2)c(OC)c1` is entered as 0.9% | 21.9 | 1.2% | 18.3 | -4.9% | 10.5 | 8.91µM* | 1.2 | 1.5%
